# Lipid storage S3: qHTS Assay for Lipid Storage Modulators in Drosophila S3 Cells; Drosophila S3 cells, BODIPY lipid droplet fluorescence, 18-24 h; cells fed with added oleic acid; Potency in µM for hits, for the others lipid storage change, negative = inhibition, % at the top dose, mostly 46.1 µM; actives 0.64% (n = 320,000); AID 2685; active = well fitted inhibition curve with a large enough effect in the signal ratio, with a control signal flat, not every such curve was filed as active; inconclusive = small, poorly fitted or top-dose-only effect, or effect the other way, or a change in a side signal; the % refers to the signal ratio
#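 Drosophila S3 cells loaded with oleic acid (400 uM, as added) and compounds at several concentrations; lipid droplets imaged by 488-nm laser-scanning cytometry, 500–530 nm intensity and object ratio to cell channel. Percent activity normalized to 20 uM Triacsin C.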
# Lipid storage S3 cell count max: second read-out of Lipid storage S3, no call of its own (marks repeat the call); cell number change, %; measured here: cell count max response;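 cells counted by Cell Tracker Red CMTPX staining in the red channel; peak over a dose series mostly up to 46.1 µM; percent activity relative to internal control wells on each plate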
# * marks the source's active call; other numbers are inactive results; i = inactive; ? = inconclusive; . = no result given. % is scaled to controls: 0 for no effect and ±100 for the full control effect; potency is read from the fitted curve at half-maximal effect.
# Sample of the layout, 2 compounds:
structure | Lipid storage S3 | Lipid storage S3 cell count max
CC1(c2cccc(Br)c2)NC(=O)N(CC(=O)Nc2ccc(S(N)(=O)=O)cc2)C1=O (centres undefined) | ? | .
O=C(O)c1ccc(Cl)c(S(=O)(=O)Nc2ccc(S(=O)(=O)Nc3cccc(Cl)c3)cc2)c1 | i | 21.8

# The whole of this part, from the first entry:
structure | Lipid storage S3 | Lipid storage S3 cell count max
CC1(c2cccc(Br)c2)NC(=O)N(CC(=O)Nc2ccc(S(N)(=O)=O)cc2)C1=O (centres undefined) | ? | .
O=C(O)c1ccc(Cl)c(S(=O)(=O)Nc2ccc(S(=O)(=O)Nc3cccc(Cl)c3)cc2)c1 | i | 21.8
CC(=O)COC(=O)C1CC(=O)N(c2ccc(C)c(C)c2)C1 (centres undefined) | 19.2% | -1.0
Cc1cc(=O)n2c3ccccc3n(CC(O)CN3CCN(CCO)CC3)c2c1C#N (centres undefined) | ? | .
O=C(c1cccnc1)N1CCN(c2ccc3ccccc3n2)CC1 | ? | .
CC(C)c1ccc(/C=N/NC(=O)c2nnn(-c3nonc3N)c2CN2CCOCC2)cc1 | ? | .
FC(F)(Cl)c1nnc2ccc(Sc3ccccn3)nn12 | ? | .
CCCc1nc(SCc2ccccc2Cl)n[nH]1 | 0.0% | 7.0
Cc1ccc(Cl)cc1NC(=O)c1ccccc1OCC(=O)N1CCOCC1 | -28.0% | 2.9
Cc1ccc(N2CC(NS(=O)(=O)c3cc(F)ccc3F)CC2=O)cc1C (centres undefined) | i | .
Cc1ccc(OCc2nnc(SC(C)C(=O)O)n2-c2ccccc2)cc1 (centres undefined) | i | -6.2
CN1CCN(c2nc(C#N)cc(-c3ccccc3)n2)CC1 | ? | .
Cc1cccc(NC(=O)Nc2ccc(OCc3ccccc3)cc2)n1 | 10.8% | 2.1
Cc1ccsc1CN(C)CC(=O)NCC(=O)Nc1ccc(F)cc1 | ? | .
COc1ccc(C(C)=O)cc1CN1C(=O)NC2(CCCCC2C)C1=O (centres undefined) | 16.4% | -9.4
COc1ccc(CN2CC(C(=O)NCCN3CCOCC3)CC2=O)cc1 (centres undefined) | ? | .
O=S(=O)(c1cccs1)N1CCN(Cc2nc3ccccc3s2)CC1 | ? | .
CC1(C)CC(=O)C(N=Nc2c(Cl)cc(Cl)cc2Cl)=C(O)C1 | ? | .
CN(C(=O)c1cc(COc2c(F)cccc2F)on1)C1CCOC1 (centres undefined) | ? | .
CCCCn1c(N)c(N(CCOC)C(=O)COc2ccc(OCC)cc2)c(=O)[nH]c1=O | ? | .
COc1ccc(N2CCN(C(=O)CSc3nnc4c(C)cc5ccccc5n34)CC2)cc1 | ? | .
O=C(C1CCCN(Cc2ccc([N+](=O)[O-])cc2)C1)N1CCCCC1 (centres undefined) | i | 20.7
CCc1nc(SCC(=O)Nc2ccnc3ccccc23)n[nH]1 | i | -18.7
Cc1cc(C)nc(NS(=O)(=O)c2ccc(N/C=C3\CCCC3=O)cc2)n1 | -0.7% | 6.1
CCCc1[nH]nc2c1C(c1ccccc1OCC)C(C#N)=C(N)O2 (centres undefined) | ? | .

# Further structures:
structure | Lipid storage S3 | Lipid storage S3 cell count max
CCOC(=O)c1nn(-c2ccc(Cl)cc2)c2nc(CC)c(C#N)c(=O)n12 | 7.8% | 2.5
O=C(NCCc1ccccc1)c1c(O)c2ccccc2[nH]c1=O | i | -12.9
CN(CC(=O)Nc1cccc(F)c1)C(=O)c1cccc(-n2cccc2)c1 | i | .
COc1cccc(Nc2nc(C)cc(C)c2C(N)=O)c1 | 2.5% | 18.7
CCOc1ccc(-n2c(-c3ccccc3)c[n+]3c2CCCCC3)cc1 | ? | .
COc1ccc(S(=O)(=O)N2CCCCCC2)cc1C(=O)N(C)Cc1ccc(F)cc1 | ? | .
O=C(C1CC1)N1N=C(c2cccc(Br)c2)CC1(O)C(F)(F)F (centres undefined) | ? | .
NC(=S)Nc1cc(Cl)ccc1Cl | 17.1% | -9.6
CC(NC(=O)c1ccco1)C(=O)N1CCc2ccccc2C1 (centres undefined) | ? | .
CC(NC(=S)Nc1cccc(C(F)(F)F)c1)C(C)(C)C (centres undefined) | ? | .
CN(c1ccc(C(=O)Nc2ccc(Cl)cn2)cc1)S(=O)(=O)c1ccccc1 | ? | .
CCOc1ccc(CCNC(=O)c2ccc(Cl)c(S(=O)(=O)N3CCOCC3)c2)cc1OCC | ? | .
CC(C)(Oc1ccc(Cl)cc1)C(=O)Nc1c2c(nn1C(C)(C)C)CS(=O)(=O)C2 | 23.4% | 13.2
CCOc1cc(CN2CCCC(N3CCN(c4ccc(F)cc4)CC3)C2)ccc1OC (centres undefined) | 4.7% | 17.1
CC(=O)c1c(C)[nH]c(C(=O)Nc2ccc(C)c(S(=O)(=O)Nc3ccc(C)cc3C)c2)c1C | ? | .
O=C(c1cc(Cl)cc(Cl)c1)N1CCN(c2cc(C(F)(F)F)nc3ccccc23)CC1 | 2.3% | 14.8
Cc1ccccc1NC(=O)c1cccnc1 | 8.5% | 3.9
CCCn1c(SCC(=O)Nc2ccc(Cl)cn2)nnc1C1CC1 | ? | .
S=P(c1ccc(N2CCOCC2)cc1N1CCOCC1)(N1CCOCC1)N1CCOCC1 | 13.0% | 5.0
COc1ccc(/C=C/C(=O)N(C)C2CCS(=O)(=O)C2)cc1 (centres undefined) | ? | .
COc1ccccc1N/N=C1\COC(C)(C)CC1=O | 24.8% | -2.6
N#Cc1c(SCC(=O)O)nc(N2CCOCC2)c2c1CCCC2 | 4.2% | 17.6
COc1ccccc1C(=O)N1CCN(c2cccc(Cl)c2)CC1 | -11.4% | -1.6
O=C(CN1C(=O)COc2ccc(S(=O)(=O)N3CCOCC3)cc21)Nc1cccc(Cl)c1 | -4.2% | .
Cc1ccc(C(C)(C)NC(=O)C2CCC(=O)N(CC3CCCCC3)C2)cc1 (centres undefined) | -12.9% | 3.7

# Next part (five carried over from the part before).
structure | Lipid storage S3 | Lipid storage S3 cell count max
COc1ccccc1N/N=C1\COC(C)(C)CC1=O | 24.8% | -2.6
N#Cc1c(SCC(=O)O)nc(N2CCOCC2)c2c1CCCC2 | 4.2% | 17.6
COc1ccccc1C(=O)N1CCN(c2cccc(Cl)c2)CC1 | -11.4% | -1.6
O=C(CN1C(=O)COc2ccc(S(=O)(=O)N3CCOCC3)cc21)Nc1cccc(Cl)c1 | -4.2% | .
Cc1ccc(C(C)(C)NC(=O)C2CCC(=O)N(CC3CCCCC3)C2)cc1 (centres undefined) | -12.9% | 3.7
COc1ccc(N2CCN(S(=O)(=O)c3c(C)[nH]c(C)c3C(=O)N3CCCCC3)CC2)cc1 | ? | .
COC(=O)C1(CCSC)NC(c2ccc(O)cc2)C2C(=O)N(c3ccc4c(c3)OCCO4)C(=O)C21 (centres undefined) | 9.8% | 9.1
O=C1CC(C(=O)Nc2ccccc2)S/C(=N\NC(=O)c2ccccc2Cl)N1 (centres undefined) | -0.1% | 14.3
FC(F)Oc1ccc(-c2csc(Cc3nnc4n3CCCCC4)n2)cc1 | 1.8% | -13.7
Nc1ccccc1-c1nnc(SCc2ccccc2F)[nH]c1=O | ? | .
O=C(CN(Cc1ccccc1)C(=O)CNS(=O)(=O)c1ccc(F)cc1)NCc1ccco1 | ? | .
NC1=NC(c2ccc(Cl)cc2)C(C(=O)c2ccccc2)N1 (centres undefined) | -0.1% | 3.1
Nc1cc(-c2ccc(Br)cc2)nn1Cc1ccccc1 | -1.4% | -6.0
Cc1ccc(Nc2nc(N)nc(CN3CCN(Cc4ccc5c(c4)OCO5)CC3)n2)cc1 | i | .
COc1ccc(-n2cc(C(=O)Nc3cc([N+](=O)[O-])ccc3OC)c3ccccc3c2=O)cc1 | ? | .
S=c1[nH]nc([C@@H]2C[C@H]2c2ccccc2)n1-c1ccccc1Cl | 15.9% | -9.5
CCCCC(NC(=O)c1ccccc1)C(=O)OCC(=O)N1c2ccccc2Sc2ccccc21 (centres undefined) | ? | .
COc1ccccc1C(c1nnnn1C(C)(C)C)N1CCCc2ccccc21 (centres undefined) | -6.9% | -1.8
Cc1ccc(NC(=S)NC2CC3CCC(C2)N3Cc2ccco2)c(C)c1 (centres undefined) | ? | .
Cc1n[nH]c(C)c1S(=O)(=O)N1CCOCC1 | 1.1% | -14.5
COc1ccc2ccc(OCC(=O)Nc3cc(C)on3)cc2c1 | ? | .
Cc1cccc(C(=O)NCC(=O)OCc2cc(=O)n3ccsc3n2)c1 | 18.6% | -4.9
N#CCCN(C(=O)COC(=O)c1ccc(CNS(=O)(=O)c2ccc(F)c(Cl)c2)cc1)c1ccc(F)cc1 | 18.0% | 3.4
O=C(Cc1ccc(Cl)cc1)NC1CC1 | ? | .
C/C(NCc1ccccc1)=C(\C#N)C(=O)NCc1ccccc1 | i | 10.2
NC(=O)Cn1cc(C(=O)C(=O)N2CCOCC2)c2ccccc21 | i | -8.6
CCN1CCN(C(c2ccc(C(F)(F)F)cc2)c2ccc3cccnc3c2O)CC1 (centres undefined) | -26.7% | -20.4
CC(=O)NC(c1cc(Cl)c2ccccc2c1O)C(C)C (centres undefined) | ? | .
CCN(CC(=O)NCc1ccc(F)cc1)C(=O)/C=C/c1ccc(OC)cc1 | ? | .
C/C=C/C(=O)OCC(=O)Nc1cc([N+](=O)[O-])ccc1Cl | 9.7% | 9.2

# Continued.
structure | Lipid storage S3 | Lipid storage S3 cell count max
CS(=O)(=O)c1ccc2nc(NC(=O)c3cccc([N+](=O)[O-])c3)sc2c1 | i | 1.0
O=C(O)CCCCCNS(=O)(=O)c1cccc2c1C(=O)c1ccccc1C2=O | ? | .
COc1ccc(S(=O)(=O)Nc2ccc(F)c(F)c2)cc1Cl | ? | .
O=C(O)c1cccc(Sc2ccc(Br)cc2C(=O)O)c1 | ? | .
COc1ccc(C2(C)NC(=O)N(CC(=O)NCCC3=CCCCC3)C2=O)cc1OC (centres undefined) | ? | .
O=C(Nc1ccc2c(c1)OCO2)C1CCN(c2ccc(S(=O)(=O)N3CCOCC3)cc2)CC1 | ? | .
Cc1cccc(CS(=O)(=O)Cc2ccc(C(=O)NC(C)c3ccccc3)o2)c1 (centres undefined) | ? | .
O=C(CCCCCn1c(=S)[nH]c2ccc(N3CCOCC3)cc2c1=O)NCc1ccc2c(c1)OCO2 | ? | .
CCCCNC(=O)c1onc(CSc2cccc(OC)c2)c1C(=O)O | ? | .
CC(C)CC(=O)Nc1ccc2c(c1)oc1ccccc12 | -4.6% | 16.9
CCOC(=O)COc1ccc(Cl)cc1C1NC(=O)NC(C)=C1C(C)=O (centres undefined) | ? | .
CCCOc1ccc(C(=O)OCC(=O)NCCc2ccc(OCC)c(OCC)c2)cc1OC | ? | .
COc1cc(C(=O)NC(C)C2CC3CCC2C3)ccc1OC(F)F (centres undefined) | ? | .
CCCCN=C1NN=C(c2cccc([N+](=O)[O-])c2)CS1 | ? | .
CC(C)CNC(=O)c1cccc(NC(=O)CSc2ccccc2)c1 | 5.3% | -1.1
O=C(Nc1ccc(N2CCOCC2)cc1)C1CC(O)CN1S(=O)(=O)c1ccc(Cl)cc1 (centres undefined) | -1.4% | 17.7
CCOc1nc(SCCOc2ccccc2)nc(N(C)C)n1 | i | -14.1
Cc1ccc(C(NC(=O)N2CC(C)OC(C)C2)C(Cl)Cl)cc1F (centres undefined) | -10.8% | -1.5
COc1cccc(N2C(=O)C(CC(=O)Nc3ccc(F)cc3)N(C3CCCCC3)C2=O)c1 (centres undefined) | ? | .
CCCCCn1ccc(=O)c2c(C(F)(F)F)nccc21 | ? | .
CSc1ccccc1C(=O)NC1CC2CCC1C2 (centres undefined) | ? | .
Cc1ccc(CCNC(=O)C2CCN(C(=O)c3sccc3-n3cccc3)CC2)cc1 | ? | .
COc1cccc(C(=O)/C=C/Nc2ccc(S(=O)(=O)Nc3ccc(C(C)=O)cc3)cc2)c1 | -11.0% | -3.5
CCOC(=O)c1ccc(N2C(=O)CC(NC3CCN(C(=O)c4cccc(Cl)c4)CC3)C2=O)cc1 (centres undefined) | i | .
Cc1csc2nc(O)c(C(=O)NC3CCCCCC3)c(=O)n12 | -1.4% | -25.0

# (continued)
structure | Lipid storage S3 | Lipid storage S3 cell count max
CC(=O)/C(N=Nc1ccc(SC(F)F)cc1)=C(\C)O | 7.5% | 18.1
O=c1ccc(=O)n2n1CC(O)C2 | ? | .
COc1ccc(NC(=O)Nc2ccc3nonc3c2)cc1 | 0.1% | 11.8
Cn1c(SCc2ccccc2)nc2ccsc2c1=O | ? | .
S=C(Nc1ccccc1)N(Cc1ccccc1)Cc1ccncc1 | ? | .
CC(C)Cc1nnc(NC(=O)CCC(=O)N2CCC(C)CC2)s1 | ? | .
O=C(O)C1CCCCC1C(=O)Nc1nccs1 (centres undefined) | -8.6% | 14.7
O=C(CNC(=O)c1ccc(Br)o1)NNC(=O)c1n[nH]c(=O)c2ccccc12 | ? | .
COc1ccc(C(=O)COc2ccc3ccc(=O)oc3c2)cc1 | ? | .
O=C(CNC(=O)c1ccc(Cl)cc1Cl)OCc1nc2ccccc2s1 | -0.9% | -2.5
CC1(C)COCN1C(=O)c1ccc(Cl)c(Cl)c1 | 8.5% | 15.2
Cn1cc(SCC(=O)O)c2ccccc21 | -2.6% | 13.9
O=C(O)CC(Cn1[nH]nnc1=S)c1ccccc1 (centres undefined) | 0.5% | 10.0
CC(C)(O)C#Cc1ccc(C(=O)NC(CCCNC(N)=O)C(=O)O)s1 (centres undefined) | -2.8% | .

# Screening data from PubChem BioAssay.

# Some of the compounds tested; count on the stated rates, not on these rows.
